# Screening data as filed in PubChem BioAssay.
# GLS inhibitor: blocks human kidney-isoform glutaminase activity | O94925 | GLS enzymatic activity, qHTS titration | Potency, µM (titrated, usually from 45.5 µM), without a hit: at the highest dose activity change, negative = inhibition, actives largely listed as inhibitors | 0.21% of 410,000 active; also: % is scaled to controls: 0 for no effect and ±100 for the full control effect
#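 Compounds were pin-transferred onto hKGA, after which L-glutamine (1 mM solution) and a detection mix of glutamate oxidase, HRP and Amplex Red were added. Initial and 30 min RT fluorescence reads were collected.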
# JMJD2A Tudor inh: inhibitors of human JMJD2A Tudor domain | O75164 | AlphaScreen JMJD2A-Tudor / H3K4me3 peptide binding | Potency, µM (doses to about 114 µM), for inactives: top-dose activity change, negative = inhibition, usual class: inhibitors | 4.4% of 390,000 active; also: % is scaled to controls: 0 for no effect and ±100 for the full control effect; nearly all actives have a fitted effect of over 50% in size
# Target sequence (O75164 whole entry, looked up, the tested form may be a part): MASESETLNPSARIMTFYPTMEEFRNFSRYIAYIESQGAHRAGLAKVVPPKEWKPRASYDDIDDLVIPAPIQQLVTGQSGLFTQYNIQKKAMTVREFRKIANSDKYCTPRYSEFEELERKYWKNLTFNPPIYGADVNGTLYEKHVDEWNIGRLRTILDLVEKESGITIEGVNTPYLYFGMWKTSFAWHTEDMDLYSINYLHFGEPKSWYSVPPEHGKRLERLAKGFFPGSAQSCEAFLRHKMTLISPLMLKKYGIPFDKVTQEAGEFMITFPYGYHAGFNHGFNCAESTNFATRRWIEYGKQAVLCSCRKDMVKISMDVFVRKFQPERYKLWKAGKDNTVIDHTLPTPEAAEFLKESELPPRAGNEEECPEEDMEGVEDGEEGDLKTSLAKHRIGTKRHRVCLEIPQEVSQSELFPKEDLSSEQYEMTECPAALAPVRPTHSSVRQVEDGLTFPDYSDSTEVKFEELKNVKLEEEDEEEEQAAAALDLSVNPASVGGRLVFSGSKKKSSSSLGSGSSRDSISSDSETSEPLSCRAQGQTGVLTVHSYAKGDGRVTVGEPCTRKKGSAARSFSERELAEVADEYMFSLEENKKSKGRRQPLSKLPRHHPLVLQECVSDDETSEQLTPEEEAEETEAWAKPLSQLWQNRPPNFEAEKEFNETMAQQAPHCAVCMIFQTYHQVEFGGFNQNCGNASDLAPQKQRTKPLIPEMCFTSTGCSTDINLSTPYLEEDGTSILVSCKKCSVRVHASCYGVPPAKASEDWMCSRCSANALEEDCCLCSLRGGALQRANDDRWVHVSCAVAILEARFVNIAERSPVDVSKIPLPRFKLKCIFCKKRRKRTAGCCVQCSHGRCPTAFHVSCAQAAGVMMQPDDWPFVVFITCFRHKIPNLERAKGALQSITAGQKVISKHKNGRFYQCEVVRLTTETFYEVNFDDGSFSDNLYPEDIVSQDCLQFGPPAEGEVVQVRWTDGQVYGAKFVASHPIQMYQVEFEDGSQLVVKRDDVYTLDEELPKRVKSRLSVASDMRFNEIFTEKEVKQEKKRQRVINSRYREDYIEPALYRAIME
# Tb PGK inh: blocks T. brucei phosphoglycerate kinase; PGK/GAPDH coupled, Kinase-Glo luminescence, 60 min; Potency, µM (highest dose often 57.5 µM), inactives show at the top dose activity change, negative = inhibition, most hits filed as inhibitors; 0.043% of 380,000 active; AID 602233; also: % is scaled to controls: 0 for no effect and ±100 for the full control effect; nearly all actives have a fitted effect of over 60% in size
#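 Luminescent ATP detection (Kinase-Glo Plus) follows a 60-minute room-temperature incubation, with wells lacking PGK as controls. Buffer: 100 mM TEA (pH 7.6), 5 mM MgCl2, 0.01% Tween-20. Coupling enzyme GAPDH (100 nM final) supplies unstable 1,3-BPG in-well.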
# G9a inh: inhibitors of human histone lysine methyltransferase G9a | Potency, µM (titrated, usually from 102 µM), inactives show top-dose activity, negative = inhibition, hits mostly inhibitors | G9a H3K9 monomethylation, AlphaScreen, 2 h | 8.8% of 350,000 active | Q96KQ7; also: % is scaled to controls: 0 for no effect and ±100 for the full control effect; nearly all actives have a fitted effect of over 75% in size
#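 Using a bead-based AlphaScreen, monomethylated H3K9 product from 2 h room-temperature reactions (G9a 20 nM, peptide 500 nM, SAM 20 uM) was detected with 0.5 ug/mL rabbit anti-H3K9me1 antibody.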
# Pin1 inh: inhibitors of human Pin1 | Potency, µM (doses to about 115 µM), for inactives: at the highest dose activity, negative = inhibition, hits mostly inhibitors | 0.009% of 390,000 active | Pin1 FP peptide displacement, HiFluor488, 10 min | Q13526; active = well fitted inhibition curve with a large enough effect in the polarisation, with a control signal flat, not every such curve was filed as active; inconclusive = small, poorly fitted or top-dose-only effect, or effect the other way, or a change in a side signal; inactive = no such curve, though single readings can be large or run the other way; the % refers to the polarisation; also: % is scaled to controls: 0 for no effect and ±100 for the full control effect
# HP1b binding inh: inhibitors of HP1-beta chromodomain binding to methylated histone tails | AID 540317 | AlphaScreen HP1-beta / biotin-H3K9me3 peptide binding | 0.56% of 390,000 active | P83916 | Potency, µM (titrated, usually from 114 µM), inactives show top-dose activity change, negative = inhibition, usual class: inhibitors; also: nearly all actives have a fitted effect of over 70% in size; inactives centre near 23
#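 Compound inhibition of the preformed complex between 50 nM HP1-beta and 50 nM biotinylated H3K9me3 peptide was read by AlphaScreen. Buffer was PBS pH 7.4 with 0.01% Tween-20. Incubations ran 30 min at room temperature, with 10 ug/mL donor/acceptor beads.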
# BAZ2B block: BAZ2B (human) inhibition | Q9UIF8 | AlphaScreen BAZ2B-H3K14Ac peptide displacement | AID 504333 | Potency, µM (doses to about 114 µM), inactives show at the highest dose activity change, negative = inhibition, actives largely listed as inhibitors | 4.4% of 360,000 active; also: % is scaled to controls: 0 for no effect and ±100 for the full control effect; nearly all actives have a fitted effect of over 60% in size
#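 Multi-concentration screen (max 110 uM) measuring displacement of acetylated histone H3 peptide from BAZ2B by AlphaScreen, using 50 nM protein, 50 nM peptide and 10 ug/mL streptavidin donor plus Ni-chelate acceptor beads.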
# BLM inh: Bloom syndrome helicase (human) inhibition; 0.2% of 350,000 active; AID 2528; Potency, µM (doses to about 56.1 µM), without a hit: at the highest dose activity change, negative = inhibition, most hits filed as inhibitors; P54132; recombinant BLM DNA unwinding, fluorescence dequenching;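 also: plate controls were vehicle for no effect and no enzyme for full effect; nearly all actives have a fitted effect of over 35% in size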
# Pol iota inh: DNA polymerase iota (human) inhibition; Q9UNA4; Pol iota fluorescent replication assay, 10 min; Potency, µM (top dose mostly 115 µM), inactives show at the highest dose activity, negative = inhibition, hits mostly inhibitors; 1% of 390,000 active
#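 Pol iota at 10 nM preincubated 15 min with compounds at room temperature; reaction started with fluorescent substrate, 50 nM final. Fluorescence read kinetically at 0 and 10 min; buffer-only wells as negative control.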
# * marks the source's active call; other numbers are inactive results; i = inactive; ? = inconclusive; / = no result given; & = joins results of further samples; [ ] = another dose, or the depositor's remark. Unless noted, calls follow the shape of the dose curve; as a rule, active = well fitted curve in the direction sought with a large enough effect; inconclusive = small, poorly fitted or top-dose-only effect, or another doubt; inactive = no such curve, though single readings can be large; an effect the other way counts as inactive or inconclusive. Potency is read from the fitted curve at half-maximal effect.
G9a inh,Tb PGK inh,JMJD2A Tudor inh,HP1b binding inh,BAZ2B block,GLS inhibitor,Pin1 inh,BLM inh,Pol iota inh,mol
4%[12.7 µM],8%,23%,38%,6%,8%,-3%,-4%,-1%,COc1ccc(Oc2c(Cl)cnn(-c3ccc(F)cc3)c2=O)cc1
-9%[0.501 µM],-12%,-33%,38%,6%,0%,-1%,-1%,132%[activator],COc1ccc(C(=O)Nc2nccs2)cc1
?,-2%,-35%,24%,-18%,-3%,3%,-4%,?,CCC(SC1=NCCS1)C(=O)Nc1nnc(-c2ccccc2OC)s1 (stereo unspecified)
35µM*,i,-12%,34%,-6%,8%,-10%,1%,66%[activator],Cc1ccc(C(NC(=O)N2CCCC2)C(Cl)Cl)cc1F (stereo unspecified)
39%,-10%,-26%,28%,-8%[57.1 µM],19%,11%,-3%,38%[activator],COC(=O)/C=C1/S/C(=N/NC(=O)c2ccc(OC)cc2)NC1=O
-38%,2%,-23%[11.4 µM],70%[activator],7%,-5%,-3%,-5%,11%,Cc1ccc(C(=O)Nc2onc(C)c2C#N)cc1
?,12%,-33%,14%,-38%,-3%,2%,-16%,8%,CC(C)c1ccc2oc(-c3cc(NC(=O)c4cccnc4)ccc3Cl)nc2c1
2%[59 µM],-4%,-23%,51%[activator],0%,-5%,?,-1%,5%,COc1ccc(-c2nnc(NC(=O)c3ccc(F)cc3)o2)cc1
-2%[2.33 µM],1%,-16%,24%,-2%,0%,0%,/,-9%,CCOC(=O)[C@H]1[C@H]2COc3ccc(C)cc3[C@@H]2N2C(=O)CN(Cc3ccc(Cl)cc3)C(=O)[C@@]12C
-2%,10%,-12%,5%,-12%,13%,4%,-5%,19%,O=C(CCNC(=O)c1ccco1)Nc1ccc(OC(F)(F)F)cc1
4%[59 µM],1%,-5%,19%,-3%,14%,8%,3%,3%,COc1ccc(Cc2c(C)nc(N)nc2Cl)cc1
10%[59 µM],-10%,-10%,12%,11%,10%,-1%,-4%,35%[activator],CCCCNC(=O)CCn1nc(-c2ccccc2)ccc1=O
14%[59 µM],-9%,10%,12%,0%,11%,-2%,-1%,-4%,CCCCn1c(SCC(=O)Nc2nnc(C)s2)nnc1-c1ccoc1C
-10%,i,-11%,15%,-18%,-8%,4%,1%,-2%,COC(=O)CSc1ccc(S(=O)(=O)N2CCC(C)CC2)cc1[N+](=O)[O-]
49%,2%,35%[activator],54%[activator],0%,-1%,-1%,-3%,99%[activator],COc1cccc(-c2noc(-c3ccc(Br)o3)n2)c1
13%[2.33 µM],-8%,-17%,25%,13%,9%,3%,-6%,1%[58.9 µM],COc1ccc(Cl)cc1NC(=O)CSc1nnc(CN2CCOCC2)n1-c1ccc(Cl)cc1
50µM*,1%,-26%,20%,-5%,1%,-1%,-3%,?,Cc1ccc(CNC(=O)CS(=O)Cc2nc(-c3cccs3)oc2C)cc1 (stereo unspecified)
17%[12.7 µM],-9%,-7%,19%,7%,8%,0%,/,5%,O=C(COc1ccc(-n2cnnn2)cc1)Nc1ccccc1OC(F)F
4%,-10%,-21%,13%,-3%,0%,6%,-1%,9%,Cc1ccccc1NC(=O)c1cc(S(=O)(=O)N2CCOCC2)cn1C
/,-6%,-14%,26%,/,9%,15%,/,-6%,O=C(CNC(=O)c1ccc(N2CCCC2=O)cc1)Nc1ccc(F)c(F)c1F
13%[12.7 µM],1%,-2%,22%,-3%,12%,-12%,/,14%,CCCN(CC(=O)Nc1ccccc1C)C(=O)c1nn(CC)c(=O)c2ccccc12
3%[59 µM],-6%,68%[activator],59%[activator],47%[activator],0%,16%,-9%,17%,C=C(C)CSc1nc(-c2ccccc2)cc(-c2ccc(OC)cc2)c1C#N
11%[59 µM],3%,0%,23%,0%,12%,0%,-9%,1%,Cc1ccc(NC(=O)C2c3ccccc3Oc3ccccc32)c(C)c1
-22%,-2%,-2%,24%,-2%,1%,-1%,-5%,-9%,CC(=O)N1CCc2cc(Br)cc(S(=O)(=O)NCCN3CCCCC3C)c21 (stereo unspecified)
19%[59 µM],-5%,?,-3%,1%,?,-17%,-4%,17%,CNC(=O)Cn1nc(-c2ccc(C)cc2)c2ccccc2c1=O
0%[0.501 µM],-7%,-35%,11%,-16%,13%,-1%,-9%,?,CS(=O)(=O)N(CC(=O)Nc1cccc([N+](=O)[O-])c1)c1cccc(F)c1
13%,i,8%,60%[activator],6%,1%,-8%,-5%,31%[activator],COc1cc(SC)ccc1C(=O)NCC1CCCCC1
7%[59 µM],-5%,-4%,23%,-5%,9%,0%,3%,38%[activator],O=C1CN(C(=O)c2ccco2)c2ccccc2N1
-16%,-2%,-22%,31%,?,8%,28%,-7%,67%[activator],COc1ccc(S(=O)(=O)N2CCOCC2)cc1NC(=O)CN(C)Cc1c(F)cccc1Cl
-30%[59 µM],-5%,-15%,13%,-1%,3%,-4%,-1%,-6%,CCOC(=O)N1CCC(NC(=O)Cn2cc3c(n2)CCCCC3)CC1
-14%,-4%,-3%,30%,-10%,3%,1%,-1%,11%,CC(=O)NCCC1CCN(C(=O)C2CCC(=O)N(C3CCCC3)C2)CC1 (stereo unspecified)
?,2%,28%,86%[activator],15%,0%,?,-1%,5%,Clc1ccc(C2Nc3ccccc3-n3cccc32)cc1 (stereo unspecified)
-3%[59 µM],6%,-18%,13%,-2%,0%,5%,-3%,13%,CCCCCCn1c(SCC(=O)Nc2cc(C)on2)nc2ccccc2c1=O
?,-9%,-13%,52%[activator],5%,0%,1%,4%,-2%,O=C(Cn1cc2c(n1)CCCCC2)NCCN1CCOCC1
?,-2%,?,-4%,?,-6%,-7%,-10%,-8%,CCOC(=O)C1=C(N)Oc2ccc3ccccc3c2C1c1cccc(O)c1 (stereo unspecified)
-4%[12.7 µM],-8%,-3%,29%,-12%,0%,-11%,-1%,9%,O=C(CCC1CCCN(C(=O)C2CCCC2)C1)NCc1ccc(F)c(F)c1 (stereo unspecified)
-15%,-8%,-21%,-8%,-17%,0%,-14%,-6%,178%[activator],COc1cc2c(cc1OC)[C@@H]1Cc3ccc(OC)c(OC)c3CN1CC2
23%,-8%,-2%,69%[activator],-26%,-3%,0%,3%,-16%,CCC(C(=O)NC1CC1)n1nc(C)c2c(C)n(-c3ccccc3)nc2c1=O (stereo unspecified)
/,-4%,0.89µM*,?,?,0%,-7%,3%,18%,CC(O)CNCCCOc1ccc(Cl)cc1C(C)(C)C (stereo unspecified)
-8%,-4%,-1%,34%[activator],-5%,1%,-8%,0%,8%,Cc1cccc(CNC(=O)C2CCC(=O)N(Cc3ccccc3F)C2)n1 (stereo unspecified)
?,-9%,-25%,13%,-4%,-1%,?,-11%,15%,COc1ccc(CCNC(=O)CC2Nc3cc(C)c(C)cc3NC2=O)cc1OC (stereo unspecified)
?,-12%,0%,42%[activator],-1%,-5%,0%,/,55%[activator],CN(CC(=O)Nc1ccccc1Cl)C(=O)COC(=O)c1ccc(S(=O)(=O)C(F)F)cc1
?,i,-15%,11%,5%,5%,0%,0%,0%,Cc1nc(-c2cn[nH]c2-c2ccc(O)cc2O)cs1
50µM*,-1%,-22%,-9%,-32%,2%,-4%,-3%,?,CC1CN(S(=O)(=O)c2cccc(C(=O)OCC(=O)Nc3ccc4c(c3)OCO4)c2)CC(C)O1 (stereo unspecified)
?,-28%,?,?,?,4%,-8%,-5%,35%[activator],Cc1cccc(-c2cc3c(nn2)-c2ccccc2C3=O)c1
185%[activator],0%,87%[activator],125%[activator],79%[activator],-31%,-1%,-4%,23%,CC(C(=O)Nc1ccc(F)cc1Cl)N(C)CCOc1ccccc1 (stereo unspecified)
27%[2.33 µM],4%,1%,38%,-5%,1%,-2%,/,-1%,COc1ccc(Cl)cc1NC(=O)COC(=O)C1CC1
?,-2%,-7%,21%,-1%,10%,-5%,0%,-18%,NC(=O)c1nn2c(C(F)(F)F)cc(-c3ccccc3)nc2c1Br
-14%[59 µM],0%,-23%,-2%,?,2%,1%,-14%,129%[activator],NS(=O)(=O)c1cc(C(=O)OCC(=O)Nc2ccccc2[N+](=O)[O-])ccc1Cl
/,11%,-14%,15%,-6%,7%,-2%,-4%,26%,CCc1nccn1CCC(=O)N1CCCC(N2CCN(c3ccccc3F)CC2)C1 (stereo unspecified)
-19%,3%&-4%,-17%&1%,31%&66%[activator],12%&11%,0%&-13%,5%&12%,-5%&-8%,?,COc1ccc(-c2cc(C(F)(F)F)nc(S(C)(=O)=O)n2)cc1
3%[59 µM],-5%,4%,67%[activator],5%,-8%,-6%,-2%,18%,COc1ccc(-c2oc3ncn4nc(COc5c(C)cccc5C)nc4c3c2-c2ccc(OC)cc2)cc1
-48%,-2%,-3%,15%,10%[57.1 µM],-4%,?,-1%,11%,CCNC(=O)C/C(C)=N/NC(=O)C12CC3CC(CC(C3)C1)C2
8%[59 µM],-3%,-20%,8%,4%,0%,0%,-1%,44%[activator],CCCCCCCCCCCCC/C=C/[C@@H](O)[C@@H](N)CO
5%,-8%,-5%,32%,0%,2%,0%,1%,46%[activator],CC(CNS(=O)(=O)c1ccc(Br)cc1)CN(C)C (stereo unspecified)
5%[59 µM],-4%,-4%,24%,-10%,-2%,-11%,2%,23%,Cc1cc(OCC(=O)Nc2c(C(=O)c3ccccc3)oc3ccccc23)cc(C)c1Cl

# Record cards (already shown). Order of values: G9a inh	Tb PGK inh	JMJD2A Tudor inh	HP1b binding inh	BAZ2B block	GLS inhibitor	Pin1 inh	BLM inh	Pol iota inh
# Profile of `CCCCCCn1c(SCC(=O)Nc2cc(C)on2)nc2ccccc2c1=O` = -3%[59 µM]	6%	-18%	13%	-2%	0%	5%	-3%	13%
# Profile of `NC(=O)c1nn2c(C(F)(F)F)cc(-c3ccccc3)nc2c1Br` = ?	-2%	-7%	21%	-1%	10%	-5%	0%	-18%

# These rows are one share of the data, so the mix of outcomes need not match the whole.
